TAG inh: inhibitors of triacylglycerol accumulation, primary screen, cell-based, uHTS, fluorescence, H9c2. AID 651582, 2012. inhibition, % at 12.5 µM. H9c2 cells, Nile Red lipid (TAG) fluorescence; cells loaded with 200 µM oleic acid. 0.66% of 230,000 active;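 active means pattern-corrected inhibition of lipid staining of at least 50% with the nuclear-stain viability signal not falling by more than 50%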;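 further: 0% = DMSO wells and 100% = triacsin C control wells; some results filed as inactive read as strong as hits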
TAG inh DAPI viability: recorded beside TAG inh, whose call it bears; DAPI nuclei signal change (viability), lower = more cytotoxic, %;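 whole-well DAPI fluorescence read on a plate reader as a viability signal; minus 50 percent equals half of cells still viable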
Active calls of the source: *. These rows are one share of the data. The share of hits here may be higher or lower than overall.

SMILES | TAG inh | TAG inh DAPI viability
COC(=O)CN1C(=O)[C@H]2[C@@H](C3CC3)N3C(=O)CN(CCO)C(=O)[C@@]3(Cc3ccccc3)[C@H]2C1=O | -1 | 12
C[C@@H]1CCCCO[C@H](CN(C)S(=O)(=O)c2cccs2)[C@@H](C)CN([C@H](C)CO)C(=O)c2cc(NC(=O)C3CCCCC3)ccc2O1 | 22 | -8
COc1cc(/C(C)=N/NC(=O)CN2CCN(S(=O)(=O)c3ccc(C)cc3)CC2)ccc1O | 7 | -8
CC(C)CC(c1nnnn1Cc1ccccc1)N1CCN(C(=O)c2ccco2)CC1 (stereo not given) | 7 | -7
COc1ccc(CNC(=O)CN(c2ccc(OC)c(Cl)c2)S(=O)(=O)c2ccc(C)cc2)cc1 | -29 | -5
Cc1cc(N2C(=O)C3C4C=CC(C4)C3C2=O)no1 (stereo not given) | 23 | -13
O=C(CN1C(=O)c2ccccc2C1=O)NCCc1c[nH]c2ccccc12 | -3 | -1
S=c1nc[nH]c2c1ncn2-c1ccccc1 | 5 | 2
O=C(COc1ccc(S(=O)(=O)N2CCOCC2)cc1Cl)NCc1ccc2c(c1)OCO2 | -1 | 0
O=C(COc1ccccc1)NCC(=O)NC1CCCCC1 | 7 | -8
O=C(c1ccccc1NS(=O)(=O)c1ccc(F)cc1F)N1CCCCC1 | -16 | 2
CC1(C(=O)NCC2CCCCC2)CCN1C(=O)Cc1ccc(-c2ccccc2)cc1 (stereo not given) | -3 | 9
O=S(=O)(NCC1(N2CCOCC2)CCCCC1)c1ccccc1Cl | 1 | -9
CCOC(=O)C(=CNc1cc(C)nn1-c1ccc(Cl)cc1)C(=O)OCC | -16 | 0
CCOC(=O)c1cc(-c2cccnc2)nn1-c1ccccc1C | -13 | 4
O=c1[nH]c2ccc(Br)cc2c(-c2ccccc2)c1CN1CCOCC1 | -2 | 1
Cc1nc(C)c(Oc2cccc(C(F)(F)F)c2)c(=O)[nH]1 | -1 | -1
Cn1cc(S(=O)(=O)NCc2ccc(Cl)cc2)c(=O)n(C)c1=O | 4 | -6
CCNC(=O)C1CCCN(C(=O)c2ccc(C(=O)OC)cc2)CC1 (stereo not given) | -2 | 6
CSc1nccc(-c2c(-c3ccc(Cl)cc3)noc2C)n1 | 7 | -4
O=C(Nc1ccc(Cl)cc1)c1ccc(OC2CSC2)cc1 | -12 | 8
COc1cccc(N2CCN(C(=O)c3ccc(-c4ccccc4)cc3)CC2)c1 | -15 | -5
O=C(NC1CCCCC1)NC1CCN(S(=O)(=O)c2ccc3c(c2)OCCO3)CC1 | -9 | -12
Cc1ccc(S(=O)(=O)c2c(C)cc(C)nc2Cl)cc1 | -28 | 2
Cc1c(C(=O)OCC(C)C)[nH]c2c1C(=O)CC(c1cccs1)C2 (stereo not given) | 64* | -29*
Further entries follow.
SMILES | TAG inh | TAG inh DAPI viability
COc1ccc2[nH]c(=O)c(CN(C3CCCCC3)C(c3nnnn3Cc3ccco3)C(C)C)cc2c1 (stereo not given) | -1 | 2
O=S(=O)(c1cccc(S(=O)(=O)N2CCN(c3ncccn3)CC2)c1)N1CCOCC1 | 3 | 3
COc1ccc(C2CC(c3ccc4ccccc4c3)=NN2C(=O)CN2C(=O)CCC2=O)cc1 (stereo not given) | 1 | 7
NC(=O)C1CCN(c2oc(-c3ccccc3F)nc2S(=O)(=O)c2ccc(Cl)cc2)CC1 | -21 | 0
Oc1ccc(CCc2ccccn2)cc1 | -4 | 5
COc1cc(C(=O)OCC(=O)N2CCC(C)CC2)cc2c1OCCO2 | -13 | 4
CCC(=O)N(CCC(c1ccc(C)cc1)c1ccco1)Cc1ccco1 (stereo not given) | 0 | 6
Cc1cc[n+](CC(=O)c2ccc(NC(=O)c3ccccc3)cc2)cc1 | -5 | -2
Cc1cc(C)n(-c2ncnc3ccccc23)n1 | -1 | -10
Cc1ccc(/C=C2\CC(C)CC3=C2NC(=S)NC3c2ccc(C)cc2)cc1 (stereo not given) | 4 | 8
COc1ccc2nc(NC(=O)CSc3nc(C)cc(C)n3)sc2c1 | 17 | 1
O=C(CN1CCCC1)Nc1sc2c(c1C(=O)Nc1ccc(Br)cc1)CCC2 | 30 | 64
Cc1cccc(N2CCN(S(=O)(=O)c3ccc4[nH]c(=O)ccc4c3)CC2)c1C | -9 | 7
CCS(=O)(=O)c1ccc2oc(SCC(=O)c3ccco3)nc2c1 | 6 | 6
COc1ccc(C(=O)CC(C(=O)O)c2ccc(OC)c(OC)c2)cc1OC (stereo not given) | 17 | -7
O=C(/C=C/c1ccccc1)N(c1ccccn1)C1CCCCC1 | -7 | 3
CCOc1ccc(C(C)=O)cc1NC(=O)/C=C\C(=O)O | 6 | -2
CCn1c2ccccc2c2cc(NC(=O)CCCN3C(=O)CCC3=O)ccc21 | 8 | 9
CO[C@H]1C=CO[C@@]2(C)Oc3c(C)c(O)c4c(O)c(c(C=NN5CCN(C)CC5)c(O)c4c3C2=O)NC(=O)C(C)=CC=C[C@H](C)[C@H](O)[C@@H](C)[C@@H](O)[C@@H](C)[C@H](OC(C)=O)[C@@H]1C | -5 | -15
COc1cccc(Nc2nc(C(N)CO)cs2)n1 (stereo not given) | 5 | 8
O=C(N/N=C/c1ccccn1)c1cccc(S(=O)(=O)N2CCCC2)c1 | -11 | 6
CCN(CC)c1nc(N)c2c(N)n(-c3ccccc3C)c(=S)c(C#N)c2c1C#N | -21 | 8
CCCCn1c(N)c(N(CC(C)C)C(=O)C2CSC3(C)CCC(=O)N23)c(=O)[nH]c1=O (stereo not given) | -3 | 6
c1ccc(Cc2ccc(OCCN3CCOCC3)cc2)cc1 | 5 | -1
Cc1c(Cl)cccc1NC(=O)CC(NCCN1CCOCC1)C(=O)O (stereo not given) | 6 | -2
Further compounds follow.
SMILES | TAG inh | TAG inh DAPI viability
COc1ccc(CNC(=O)c2ccc3c(=O)n4c(nc3c2)CCCCC4)cc1OC | -8 | 2
Cc1ccc(SCC(=O)Nc2cccc(C)c2)cc1 | -21 | -2
O=C1CSC(=S)N1c1cccc(F)c1 | 2 | 5
CCOCCCNC(=O)C(NC(=O)c1ccc(=O)[nH]c1)c1ccc(Cl)cc1 (stereo not given) | -7 | 3
O=C(Nc1ccc(F)c(F)c1)C1CCCCC1 | -19 | 4
CCc1nnc(NC(=O)c2cccnc2)s1 | -8 | 3
COCCNc1nc(Oc2cccc(F)c2)c2sccc2n1 | 2 | 13
CC(=O)O[C@]1(C(C)=O)CC[C@H]2[C@@H]3C=C(Cl)C4=CC(=O)CC[C@]4(C)[C@H]3CC[C@@]21C | -11 | 12
Cc1ccc(S(=O)(=O)N/N=C/c2ccccc2F)cc1[N+](=O)[O-] | 13 | -8
C/C(=N\NC(=O)c1cc(-c2ccccc2C)nc2ccccc12)c1cccnc1 | -5 | -7
CC(=O)SC1CC(=O)N(c2ccc(C(C)(C)C)cc2)C1=O (stereo not given) | 6 | -8
CCCn1nc(CC(=O)OCC)c2ccccc2c1=O | 6 | -3
Fc1ccccc1NC(=S)N(CCN1CCCCC1)Cc1ccco1 | 4 | -5
Nc1c(C(=O)NCC2CCCO2)c2nc3ccccc3nc2n1-c1ccccc1 (stereo not given) | 13 | 80
COc1ccc(CN(C)C(=O)CCN(c2ccccc2)S(=O)(=O)c2ccc(C)cc2)c(OC)c1 | -2 | -9
COc1ccc([C@H](OC)[C@@]2(Cc3ccc(O)cc3)N=C(N)N(C)C2=O)cc1 | 1 | 5
CN(CC(=O)Nc1c(Cl)cccc1Cl)C(=O)Cc1ccc(S(=O)(=O)N2CCOCC2)s1 | 21 | -4
O=C1C(=NO)CCc2ccccc21 | 5 | -3
CC(C(=O)OCC(=O)N1CCN(c2ccccc2)CC1)N1C(=O)c2ccccc2C1=O (stereo not given) | -34 | 1
O=C(COC(=O)c1ccc(F)cc1F)NC1CC1 | -5 | 2
O=C(Nc1ccc2c(c1)C(=O)N(c1ccccc1)C2=O)c1cccs1 | 0 | -6
COc1ccc(/C=C/C(=O)OCC(=O)N2CCCCCC2)cc1OC | 4 | -1
CC(C)C(NC(=O)c1c(F)cccc1F)C(=O)N1CCN(S(=O)(=O)c2ccc(F)cc2)CC1 (stereo not given) | 2 | -13
C/C(Cc1ccccc1)=N\NC(=O)CCCCCC(=O)N/N=C(\C)Cc1ccccc1 | -27 | 11
c1ccc(OCCNc2ccn3nc(-c4cccs4)cc3n2)cc1 | -9 | 18
(more compounds)
SMILES | TAG inh | TAG inh DAPI viability
Nc1ccn([C@@H]2O[C@H](CNCc3cnc(N4CCOCC4)nc3)[C@@H](O)[C@H]2O)c(=O)n1 | 12 | 4
Cc1ccccc1OCc1nc2ccccc2c(=O)n1N | -2 | -9
CCOC(=O)N1CCN(C(=O)C(NS(=O)(=O)c2cccc3nsnc23)c2ccccc2)CC1 (stereo not given) | 8 | 6
COc1ccc(CCNC(=O)c2sc(=S)n(C)c2N)cc1 | 4 | -1
CC(=O)OC(C(=O)NCc1ccco1)c1cccnc1 (stereo not given) | -17 | 11
COc1ccccc1N1CCN(CCCCCCOc2ccc(F)cc2)CC1 | -3 | 29
C[C@H](CO)N1C[C@H](C)[C@H](CN(C)C(=O)Nc2ccc(C(C)(C)C)cc2)OCc2cnnn2CCCC1=O | 5 | -1
Cc1noc(C)c1COc1ccc(C(=O)Nc2ccccc2)cc1 | -8 | -11
C=CCOC(=O)C1=C[C@H](c2csc3ccccc23)C[C@H](OCc2ccc(CO)cc2)O1 | -86 | -4
CC(C)Oc1ccc(CN2CCCC(CO)(Cc3ccc(F)cc3)C2)cc1 (stereo not given) | -22 | 4
C=CCNc1nc(SCC=C)nc2ccsc12 | -26 | 2
C/C(=N\OC(=O)c1ccc(Cl)cc1)c1sc(-c2ccccc2)nc1C | 2 | 10
CCCCOc1ccc(C(=O)NCC(=O)N2CC=C(c3ccccc3)CC2)cc1 | 13 | -4
O=C(CC1CCCCC1)NCc1ccc(Cl)cc1 | -4 | -7
CS(=O)(=O)c1ccc(NC(=O)CCN2C(=O)C3CCCCC3C2=O)cc1 (stereo not given) | 2 | -6
C=CCOC(=O)C1=C(C)NC(C)=C(C(=O)OCC=C)C1c1ccc(C)o1 | -1 | -6
CC12CC3OC3CC1CCC1C2CCC2(C)C1CCC21OCCO1 (stereo not given) | -1 | -7
CCOc1ccc(NC(=O)COC(=O)c2ccc3c(c2)OCCO3)cc1 | 13 | -6
CC(C)(C)c1ccc(OCCCC(=O)NNC(=O)c2ccccc2O)cc1 | 1 | -24
O=C(Nc1ccc(Cl)c([N+](=O)[O-])c1)c1ccncc1 | 0 | 16
O=S1(=O)CCOC[C@H](CC2CCCCC2)N1Cc1ccc(Cl)cc1 | -10 | -1
CCn1c(CNc2ccc(Cl)cc2)nnc1SCC(=O)OC1CCCCC1 | 4 | 1
COc1ccccc1N1CC(C(=O)Nc2nnc(SCc3cccnc3)s2)CC1=O (stereo not given) | -15 | 5
Cc1cccc(C(=O)NC(=S)NNC(=O)c2ccccc2Cl)c1 | -3 | 5
O=C(c1ccc(S(=O)(=O)Nc2ccccc2F)cc1)N1CCN(c2ccccc2O)CC1 | -3 | -1
CC(=O)Nc1nonc1NC(=O)COc1ccccc1 | -6 | 7
O=c1c2ccccc2nc(-c2ccc(Cl)cc2Cl)n1O | -8 | 3
CN(C)CCNC(=O)CN1C(=O)COc2ccc(C(C)(C)C)cc21 | 5 | -6
COc1cc(C2=NC(CO)(CO)CO2)cc(OC)c1OC | -3 | -3
OC1CCN(C(=S)Nc2ccc(Oc3ccccc3)cc2)CC1 | -3 | 3

Assay outcomes deposited in PubChem by Sanford-Burnham Center for Chemical Genomics.
